# RAD54 inh: inhibitors of human RAD54 branch migration; inhibition, % at 10.4 µM; AID 602329; RAD54 Holliday junction branch migration, FAM/BHQ fluorescence; 0.14% of 360,000 active; Q92698;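 active = mean normalized replicate activity at least 40 and at least half of replicates scoring 40 or more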;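 note: 0% = median of neutral control wells and 100% = median of positive control wells; inhibitors cause a drop in the FAM fluorescence signal; in these data hits start at about 50%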
# RAD52 inh: RAD52 (human) annealing inhibition | P43351 | recombinant RAD52 DNA annealing, FRET fluorescence | inhibition, % at 18.7 µM | 0.46% of 360,000 active | AID 651710;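 active = every replicate showing at least 50% inhibition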
# Target sequence (P43351 whole entry, looked up): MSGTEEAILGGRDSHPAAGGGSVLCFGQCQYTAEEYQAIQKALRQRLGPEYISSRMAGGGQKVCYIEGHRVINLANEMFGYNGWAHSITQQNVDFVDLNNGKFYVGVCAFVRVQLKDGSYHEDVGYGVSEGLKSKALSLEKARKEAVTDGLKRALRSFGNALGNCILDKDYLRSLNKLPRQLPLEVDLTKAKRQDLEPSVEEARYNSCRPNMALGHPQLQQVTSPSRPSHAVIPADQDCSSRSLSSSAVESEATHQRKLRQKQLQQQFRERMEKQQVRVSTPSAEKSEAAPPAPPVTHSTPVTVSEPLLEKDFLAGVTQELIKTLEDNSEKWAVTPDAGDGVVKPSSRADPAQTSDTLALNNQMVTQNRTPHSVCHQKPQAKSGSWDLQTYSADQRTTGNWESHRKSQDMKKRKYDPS
# E-sel inducer: induces E-selectin expression in human endothelial cells; AID 686992; activation, % at 7.58 µM; HUVEC E-selectin immunofluorescence imaging; normalized: neutral wells 0, TNF-alpha wells 100; 0.37% of 260,000 active;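 active = mean E-selectin-positive cell signal at least 10% of the positive control, reached in at least 60% of replicates, without over 20% cell loss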;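 note: in these data hits start at about 27%; measured in HUVEC primary endothelial cells; signal is the percent of cells scored E-selectin positive by PE staining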
#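 System: HUVEC / Compound: single concentration / Signal: immunofluorescence imaging / Read-out: percent E-selectin-positive cells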
# ARNT-TACC3 inh: ARNT/TACC3 interaction disruption | AlphaScreen His-ARNT PAS-B/GST-TACC3 binding, luminescence; TACC3 fragment carries E629A point mutation | inhibition, % at 9.99 µM | 0.66% of 390,000 active;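 active = mean inhibition of replicates at least 50% and at least half of replicates each reaching 50%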;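 note: 0% = complete ARNT plus TACC3 wells and 100% = ARNT alone without TACC3; many hits fall short of the cut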
# CASP6 VEID inh: inhibitors of human caspase-6; inhibition, % at 12.5 µM; P55212; 0.53% of 350,000 active; purified caspase-6, Z-VEID-R110 cleavage fluorescence;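 active = mean inhibition across replicates at least about 35%, with every replicate also reaching that limit, limit read from the data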;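 note: 0% = median of neutral control wells and 100% = no fluorescence left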
# Target sequence (P55212 24-179 limits assumed): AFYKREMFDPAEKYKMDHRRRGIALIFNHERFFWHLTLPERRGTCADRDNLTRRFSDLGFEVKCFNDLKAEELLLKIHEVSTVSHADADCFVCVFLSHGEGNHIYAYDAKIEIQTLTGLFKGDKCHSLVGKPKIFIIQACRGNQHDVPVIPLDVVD
# Target sequence (P55212 194-293 limits assumed): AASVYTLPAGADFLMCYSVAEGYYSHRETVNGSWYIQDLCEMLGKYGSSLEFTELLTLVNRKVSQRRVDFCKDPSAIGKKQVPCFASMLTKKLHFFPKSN
# ERp5 block: inhibitors of human ERp5. Q15084. ERp5 insulin aggregation, absorbance 650 nm, 90 min. inhibition, % at 9.99 µM. 0.05% of 350,000 active. AID 651711;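 active = mean replicate inhibition above about 25%, with every replicate also reaching it, limit read from the data, passing the limit was not always enough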
# PglD DTNB: blocks C. jejuni PglD acetyltransferase activity; purified PglD enzyme, DTNB colorimetric CoA detection; inhibition, % at 12.5 µM; 0.098% of 360,000 active; AID 602405; in the data active = inhibition above about 16%, passing the limit was not always enough; note: strong numbers were not always called active
# esBAF inh: blocks esBAF chromatin remodeling in mouse ES cells; 2% of 350,000 active; Bmi1-luciferase knock-in reporter, 24 h; 100% = twice the neutral-well signal; reporter increase, % at 12.5 µM; AID 602393; in the data active = activation above about 40%;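 note: 0% = median of the plate's neutral control wells and 100% = double that signal; a rise in the Bmi1 reporter signal indicates esBAF inhibition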
# The depositor's hits bear a star; · = no result given; & = joins results of further samples.
SMILES,RAD54 inh,RAD52 inh,E-sel inducer,ARNT-TACC3 inh,CASP6 VEID inh,ERp5 block,PglD DTNB,esBAF inh
COc1ccc(-c2csc3nc[nH]c(=O)c23)cc1,·,-6,-0.4,·,-3,0,·,·
Cc1cc(SCC(=O)NN)c2cc(Br)ccc2n1,6,-25,-0.2,0,0,1,7,4
COc1ccccc1NC(=O)N[C@@H]1CC[C@H](CCNS(=O)(=O)c2ccc(Cl)cc2)O[C@H]1CO,-1,-2,-0.2,10,-1,0,-2,5
COc1ccc(C(Nc2ccccn2)c2c(NC(=O)c3ccco3)sc(C)c2C)cc1 (centres undefined),·,-15,·,2,-3,-4,·,·
COc1ccc(S(=O)(=O)N[C@@H]2CC[C@@H](CCNC(=O)c3ccccc3F)O[C@@H]2CO)cc1,-2,1,-0.4,-5,2,-4,3,-3
O=c1ccn2c(n1)OC1CC2OC1COC(c1ccccc1)(c1ccccc1)c1ccccc1 (centres undefined),·,-3,0.3,·,0,0,·,·
COC(=O)C1=C(C)N(Cc2cccc(C(F)(F)F)c2)C(=NCc2cc(OC)c(OC)c(OC)c2)NC1CCc1ccccc1 (centres undefined),·,-26,-0.2,·,4,0,·,·
O=S(=O)(c1ccccc1)N1CCCCN2[C@@H](CO)[C@@H](c3ccc(C#CC4CCCC4)cc3)[C@@H]2C1,1,36,-0.1,-3,-1,0,0,11
COc1ccccc1CCC(=O)OCC(=O)NC1CCCC1,-1,-3,0.1,-2,-1,-3,-4,·
Cc1nn(C)c(C)c1CCC(=O)O,-10,-4,·,-8,1,6,4,-3
COc1ccccc1C(=O)NC(=O)COC(=O)CCOc1cc(C)ccc1C,-2,-27,0.0,-8,3,-4,-3,-4
Cc1onc(-c2ccccc2)c1C(O)c1ccc(F)cc1 (centres undefined),2,-6,0.1,-3,-4,3,3,1

# Arranged by formula weight (low to high): 7 of the compounds above
SMILES,RAD54 inh,RAD52 inh,E-sel inducer,ARNT-TACC3 inh,CASP6 VEID inh,ERp5 block,PglD DTNB,esBAF inh
Cc1nn(C)c(C)c1CCC(=O)O,-10,-4,·,-8,1,6,4,-3
COc1ccc(-c2csc3nc[nH]c(=O)c23)cc1,·,-6,-0.4,·,-3,0,·,·
COc1ccccc1CCC(=O)OCC(=O)NC1CCCC1,-1,-3,0.1,-2,-1,-3,-4,·
Cc1cc(SCC(=O)NN)c2cc(Br)ccc2n1,6,-25,-0.2,0,0,1,7,4
COc1ccc(S(=O)(=O)N[C@@H]2CC[C@@H](CCNC(=O)c3ccccc3F)O[C@@H]2CO)cc1,-2,1,-0.4,-5,2,-4,3,-3
COc1ccccc1NC(=O)N[C@@H]1CC[C@H](CCNS(=O)(=O)c2ccc(Cl)cc2)O[C@H]1CO,-1,-2,-0.2,10,-1,0,-2,5
COC(=O)C1=C(C)N(Cc2cccc(C(F)(F)F)c2)C(=NCc2cc(OC)c(OC)c(OC)c2)NC1CCc1ccccc1 (centres undefined),·,-26,-0.2,·,4,0,·,·

# Following part
SMILES,RAD54 inh,RAD52 inh,E-sel inducer,ARNT-TACC3 inh,CASP6 VEID inh,ERp5 block,PglD DTNB,esBAF inh
CN(C)c1ccc(S(=O)(=O)N2CCCCC2)cc1NC(=O)CCNC(=O)c1ccccc1Cl,-5,-10,·,-3,-2,2,-5,4
COc1ccc(-c2cc(C(=O)Nc3cc(C)on3)no2)cc1OC,·,-6,-0.2,-5,2,-3,·,-6
C/C(Cn1nnc([N+](=O)[O-])n1)=N\NC(=O)c1ccc(O)cc1,14,12,0.1,-2,5,3,2,-1
CC1CCC2(CC1)NC(=O)N(CC(=O)N1CCN(C(=O)c3ccco3)CC1)C2=O (centres undefined),1,-7,0.1,0,7,3,2,-10
O=C(NCCc1cnc[nH]1)c1cccs1,-4,-5,·,16,0,5,1,-7
Cc1cc2c(NC(=O)CC(C)(C)CC(=O)O)cccc2nn1,-14,-3,-0.1,27*,12,5,-2,·
Cc1cc([N+](=O)[O-])ccc1NC(=O)CSc1nncn1-c1ccccn1,-2,-5,·,·,-1,-2,-3,5
C[C@@H]1CN([C@@H](C)CO)C(=O)c2cccc(NC(=O)Nc3ccc(F)cc3)c2O[C@@H]1CN(C)Cc1ccc(-c2ccccc2)cc1,8,-21,·,12,0,24,2,-3
O=C(Nc1ccc(F)c(F)c1)c1ccccc1,3,-6,0.0,-17,0,3,-7,42*
COc1ccc2c3c([nH]c2c1)[C@H](CO)N(C(=O)CN1CCOCC1)CC31CN(CC2CCCC2)C1,·,-3,-0.3,·,-2,-6,·,·
C[C@@H]1CN([C@@H](C)CO)C(=O)c2cc(C3=CCCC3)cnc2O[C@H]1CN(C)Cc1ccccc1,-10,11,1.4,0,-4,3,1,0
O=C(NCC[C@@H]1CC[C@@H](NS(=O)(=O)c2ccccc2)[C@@H](CO)O1)c1cc(Cl)cc(Cl)c1,4,6&-26,-0.1&-0.1,16,-1&2,5&0,1,-2
O=C(O)Cc1ccc(NS(=O)(=O)c2ccccc2Br)cc1,·,7,-0.7,-8,-3,-4,·,-5
Cc1ccc(S(=O)(=O)N2CCCc3nc(-c4ccc(Br)cc4)ccc32)cc1,·,0,-0.2,·,1,3,·,·
Nc1nc(N)nc(-c2ccc(Oc3ccccc3)cc2)n1,-5,-15,·,-2,-2,-6,-2,20
CCCCn1c(NCCN(C)C)nc2c1c(=O)[nH]c(=O)n2C,5,·,·,-8,·,·,-6,-3
CCOc1ccc(-n2c(O)c(/C=N/Nc3nnc(C)c(=O)[nH]3)c3ccccc3c2=O)cc1,·,-15,·,66*,33,3,·,·
O=C(COC(=O)c1ccccn1)Nc1ncc(C(F)(F)F)cc1Cl,-4,·,·,26,·,·,-2,-6
O=C(O)CSc1nnc(COc2ccccc2)n1-c1ccccc1,-11,-13,·,-9,-3,0,-7,6
C[C@@H]1CCCCO[C@@H](CN(C)C(=O)Cc2ccccc2)[C@@H](C)CN([C@H](C)CO)C(=O)c2cc(NC(=O)NC3CCCCC3)ccc2O1,-43,·,-0.1,-10,·,·,2,-2
O=C(C[C@H]1CC[C@H]2[C@@H](COC[C@@H](O)CN2CC2CC2)O1)NCc1ccc(Cl)cc1,1,0,0.2,7,2,0,4,-3
C=C1C(=O)C=C2CN(C(=O)c3ccccc3)[C@@](Cc3ccc(F)cc3)(C(=O)OC)[C@@H]12,-2,·,·,1,·,·,1,-8
OC(c1cc(F)cc(Cl)c1)c1ncc(-c2cccc(C(F)(F)F)c2)[nH]1 (centres undefined),-2,-10,0.2,·,2,0,-3,10
COc1ccccc1CC(=O)Nc1cccc(S(=O)(=O)N2CCOCC2)c1,7,-1,1.3,-12,1,2,5,6
O=C(NC1CCCCC1)N1CCN(c2ccc([N+](=O)[O-])cc2)CC1,-4,-12,-0.8,-11,1,4,-14,-8
COc1ccc(CC2S/C(=N/N=C/c3ccccc3O)NC2=O)cc1 (centres undefined),5,-7,·,1,-7,2,-7,4
CC1CCN(CCCNC(=O)C2CC(=O)N(C3CCCCCC3)C2)CC1 (centres undefined),2,·,·,0,·,·,-7,-5
CCCCc1c(C)c(C#N)c2nc3ccccc3n2c1Nc1c(C)n(C)n(-c2ccccc2)c1=O,-4,·,·,-2,·,·,-10,4
Cc1ccn2c(NC3CCCC3)c(-c3ccccn3)nc2c1,1,-1,·,31,-1,9,1,·
CN(C)CC(=O)N[C@H]1CC[C@@H](CCn2cc(C3CCCC3)nn2)O[C@H]1CO,6,3,0.0,5,2,-5,1,4
Cc1ccc(-c2nn3c(C)nnc3c3ccccc23)cc1S(=O)(=O)NCc1ccccc1,3,·,·,-8,·,·,-4,3
CC(C)Nc1c(N)c(=O)oc2ccccc12,1,·,·,1,·,·,-5,3
CS(=O)(=O)N1CCC(C(=O)NCc2ccncc2)CC1,-1,·,·,-7,·,·,-4,-4
CC(C)NC(=O)Nc1ccc2c(c1)C(=O)N(C)[C@@H]1CC[C@H](CC(=O)NCC3CCCCC3)O[C@@H]1CO2,12,9,0.0,-2,7,11,-2,7
Cc1nn(-c2ccc(NC(=O)c3ccncc3)cc2)c(C)c1Cl,-15,-8,·,-12,-3,15,5,-33
CC(C)c1ccc(NC(=O)CNC(=O)Cn2ccc3ccccc3c2=O)cc1,-22,0,0.0,-11,-1,3,13,-13
Cc1ccsc1C(=O)NCc1ccc(Cl)cc1,-2,-11,·,·,-1,-2,6,·
C[C@@H]1CCCCO[C@@H](CN(C)Cc2ccccc2)[C@@H](C)CN([C@@H](C)CO)C(=O)c2cc(NS(=O)(=O)c3ccccc3)ccc2O1,-1,29,2.5,-8,0,-4,-2,0
CCN1CCN(C(=O)/C(=C/c2ccco2)NC(=O)c2ccccc2)CC1,6,-29,0.1,-1,-7,0,7,-2
O=[N+]([O-])c1cc(S(=O)(=O)O)cc([N+](=O)[O-])c1NN(c1ccccc1)c1ccccc1,-7,-17,56*,-19,16,-4,1,-1
CNC[C@@H]1Oc2ccc(NC(=O)CCN3CCOCC3)cc2C(=O)N([C@@H](C)CO)C[C@@H]1C,-1,10,-0.1,-4,2,3,9,0
O=[N+]([O-])c1ccccc1S(=O)(=O)N1CCCc2ccccc21,-7,-1,-0.2,·,-5,2,-1,-6
CCOc1ccc2oc(C(=O)NCc3nc4ccccc4[nH]3)c(C)c2c1,0,3,2.9,-8,4,1,2,3
COc1cc(OC)c(N2CC34C=CC(O3)C(C(=O)O)C4C2=O)cc1Cl (centres undefined),-7,·,·,-11,·,·,0,-6
CC1(C)OC(=O)C2=C(C[C@@H](C3CCCC3)O[C@H]2CCc2cccc(Cl)c2)O1,·,-6,-0.1,·,-2,0,·,·
COc1ccc(CCNC(=O)C2COc3ccccc3O2)cc1OC (centres undefined),4,-6,·,-4,-1,7,0,-4
O=C(O)c1ccccc1OC(C(=O)Nc1cc(Cl)cc(Cl)c1)c1ccccc1 (centres undefined),5,-11,·,1,0,-1,1,-2
COCC(=O)Nc1ccc2c(c1)OC[C@H](C)N(C(=O)C1CCCC1)C[C@@H](C)[C@H](OC)CN(C)C2=O,-3,·,0.0,-1,·,·,-1,2
CCCCCCN1C[C@@H](O)[C@H](n2cc(COC(=O)c3ccccc3)nn2)C[C@@H]1c1ccc(Cl)cc1,-14,-17,·,·,0,0,-3,-3
CCOC(=O)C1=CN2CCCC[C@@H]2CC1=O,-1,-49,-0.1,1,-1,-1,0,0
CC1(C(=O)Nc2ccc3c(c2)OCCO3)CCN1C(=O)C/C=C/c1ccccc1 (centres undefined),7,-1,-0.1,·,0,1,-5,0
Nc1nc(SCC(=O)Nc2ccc(F)cc2)[nH]c(=O)c1NC(=O)c1ccc(F)c(F)c1,-14,-12,-0.1,1,0,2,-3,-4
Cc1ccc(/C=C(/C#N)C(=O)NC(=O)Oc2ccccc2)cc1,-8,-9,·,-8,5,-3,6,-2
CC1CC(C)CN(c2ccc(C(=O)NCc3ccc4c(c3)OCO4)cc2[N+](=O)[O-])C1 (centres undefined),·,-11,-2.0,-15,-2,1,·,·
O=C(CSc1nc2ccccc2s1)NNC(=S)Nc1ccccc1,-4,-21,·,3,7,-1,0,·
COc1ccc(N(CC(=O)NC2CCCCC2)C(=O)CCC(=O)Nc2nc(C)cs2)cc1,10,-11,·,-10,-2,-6,-5,1
NC(=O)COC(=O)c1ccc(S(=O)(=O)NCc2ccco2)cc1,·,-4,·,-4,33,-4,·,·
COc1ccc(/C=C2\CCC(C3CCCC3)C2=O)cc1OC (centres undefined),-8,18,-0.2,-1,1,-3,1,30
O=C(Nc1ccc(S(=O)(=O)NCC2CCCO2)cc1)c1ccc(Cl)cc1[N+](=O)[O-] (centres undefined),·,-8,·,1,2,3,·,·
Cc1ccc2c(CC(=O)NCc3ccc4c(c3)OCO4)coc2c1,-10,·,·,-5,·,·,0,-4
O=C(C[C@H]1C=C[C@H](NC(=O)c2ccncc2)[C@H](CO)O1)Nc1ccc(-c2ccccc2)cc1,·,-2,0.9,·,1,3,·,·
COc1ccc(-c2cc(C(F)(F)F)nc(S(=O)(=O)CCCC(=O)Nc3cc(C)on3)n2)cc1OC,·,8,-0.2,10,6,-9,·,·
Nc1ncc(CCN2CCOCC2)c(-c2ccc(F)cc2)n1,·,-14,-0.1,1,·,2,·,·
